Pf Dd2 growth – inhibitors of Plasmodium falciparum Dd2 growth | P. falciparum Dd2 growth, SYBR Green, 72 h | Potency, µM (doses to about 28.9 µM), without a hit: at the top dose activity, negative = inhibition, actives largely listed as inhibitors | AID 1347417 | actives 4.3% (n = 120,000); active means well fitted inhibition curve with a large enough effect; inconclusive means small, poorly fitted or top-dose-only effect; inactive means no such curve, though single readings can be large or run the other way;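 further: plate controls were DMSO vehicle for no effect and reference drug for full effect; nearly all actives have a fitted effect of over 65% in size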
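Infected erythrocytes (Dd2, 0.3% parasitemia, 2.5% hematocrit final) are added to compound in RPMI-1640/Albumax II medium, grown 72 h at 37C in low oxygen, then lysed with saponin/Triton-X containing SYBR Green and read by fluorescence.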
Numbers without * were called inactive; i = inactive; ? = inconclusive; [ ] = remark or other dose. Potency means the concentration at half of the fitted maximal effect. The list is partial, so the mix of outcomes need not match the whole.

SMILES	Pf Dd2 growth
CCOc1cc(=O)n2c(c1C(=O)Nc1cccc(Cl)c1)CCCC2	?
COc1ccc(CNC(=O)CCCn2c(=O)c3cccn3c3cccnc32)cc1	-28%
O=C(Nc1nnc(C2CC2)s1)C1CC(=O)N(c2n[nH]c3cc(Br)ccc23)C1 (configuration not stated)	8%
COc1ccccc1OCCn1c(NC(=O)c2ccccc2Cl)nc2ccccc21	-9%
CCC(C)NC(=O)Cn1c(=O)cc(-c2ccccc2)c2c(C)nn(C)c21 (configuration not stated)	8%
CC(=O)N1CCOC[C@H](Oc2ccc(S(C)(=O)=O)cc2)C1	4%[44.1 µM]
Cc1ccc(F)c(C(=O)N2CC(C)(C)C(C)(O)C2)c1Cl (configuration not stated)	-1%
COc1ccc(S(=O)(=O)NC[C@H]2C[C@@H]3CCN2C[C@@H]3CN2CCOCC2)cc1	-12%[44.1 µM]
Cc1ccc(Cn2ccnc2SCC(=O)Nc2nc3ccccc3s2)cc1	i
CN1C(=O)c2cccn2CC1C(=O)Nc1ccc(N2CCOCC2)cc1 (configuration not stated)	-7%
Cc1ccc(Cl)cc1Nc1nn2c(=O)c3ccc(C(=O)NCc4ccc(F)cc4)cc3nc2s1	-4%
CCC(=O)Nc1ccc(C2(C(=O)O)CCCCC2)cc1	1%
CCOC(=O)C1=C(CN2CCN(c3cccc(Cl)c3)CC2)NC(=O)NC1c1ccc(Cl)cc1 (configuration not stated)	i
O=C1COc2ccc(Nc3ccccc3F)nc2CN1Cc1ccc(F)cc1	-9%[44.1 µM]
CCc1ccc(NC(=O)c2cc(C(C)=O)n3ccccc23)cc1	?
COc1ccc(NC(=O)N(C)CC2CCOCC2)cc1Cl	-17%
Cc1cn2nnc(C(=O)NCc3ccc(C(C)C)cc3)c2c(=O)[nH]1	?
COc1ccc(-c2noc([C@@H]3CCCN3C(=O)c3ccc(OC)cc3C)n2)cc1	i
Cc1noc(C)c1-c1cc2c(c(-c3cccc(OC(C)C)c3)c1)C(=O)N(C)C2	?
CCc1nc2c(c(-c3ccc(OC)cc3)n1)CCN(C(=O)c1ccc(C(F)(F)F)cc1)CC2	?
O=C1c2cc(N3CCOCC3)nc(-c3cccnc3)c2CN1c1ccccc1	-9%[44.1 µM]
COc1cccc(-c2nc(CS(=O)(=O)CC(=O)NCCc3ccc(OC)c(OC)c3)c(C)o2)c1	?
Cc1ccccc1CC(=O)Nc1cccc(-c2nnc3n2CCCC3)c1	?
C=CCC1(CO)CCCN(C(=O)CCCn2nc(C)cc2C)C1 (configuration not stated)	-19%
CN(C)C(=O)c1n[nH]c2c1CN(C(=O)c1cccc(Cl)c1)CC2	?

Remaining list, next part.
SMILES	Pf Dd2 growth
CCCOc1cccc(C2c3c(oc4ccc(F)cc4c3=O)C(=O)N2CCc2ccc(OC)cc2)c1 (configuration not stated)	?
CN(Cc1nc2ccc(F)cc2[nH]1)c1cc(C2CC(O)C2)ncn1 (configuration not stated)	-17%
Cc1ccn2c(Nc3ccc(F)cc3)c(-c3ccc(C)o3)nc2c1	10µM*
O=C(c1ccsc1)N1CCN(c2nnc3ccc(C(F)(F)F)cn23)CC1	?
CCOc1ccc(NC(=O)CC2C(=O)N(c3ccccc3)C(=O)N2CCc2cccs2)cc1 (configuration not stated)	?
COc1ccc(NC(=O)O[C@@H]2CO[C@H]3[C@@H]2OC[C@@H]3NC(=O)c2ccco2)cc1	?
CCOc1ccc(NC(=O)CSc2nnc(-c3ccc(OCC)cc3)o2)cc1	-6%
Cc1c(-c2nsc(NC(=O)c3ccccc3)n2)nnn1-c1ccc(C(F)(F)F)c(Cl)c1	19%
CC(C)C(=O)Nc1ccc(C2(C(=O)N3CCN(c4ccccc4)CC3)CCCCC2)cc1	7.9µM*
O=[S+]1([O-])NC2(CCN(Cc3cccs3)C2)COc2ccncc21 (configuration not stated)	-23%
Cc1ccc(S(=O)(=O)CC(=O)Nc2sc3c(c2C#N)CCCC3)cc1	31%[activator]
O=C(Nc1ccccc1F)N1CC2CCC(C1)N2Cc1cccs1	5%
CCOCCCNC(=O)[C@H]1CN(Cc2ccccc2)C[C@H]1C(=O)O	11%
Cc1ccc(C(=O)N2CCCCCNC(=O)[C@@H]3CCCC[C@@H]32)s1	-1%
COc1ccc(-n2c(=O)c3c(n2Cc2ccccc2)CN(C(=O)c2ccnn2C)CC3)cc1	38%[activator]
Cc1ccc2nc([C@H]3CCN(Cc4ccccn4)C3)[nH]c2c1	?
CN(C)[C@@H]1CN(C(=O)C2CCC2)CC[C@]1(O)c1ccccc1	i[5.79 µM]
O=C(OCc1ccccc1Cl)c1ccc(-c2nnn(Cc3ccccc3Cl)n2)cc1	10%
O=C(NCc1ccccc1)N[C@H]1CO[C@H]2[C@@H]1OC[C@@H]2n1nnnc1Oc1cccc(N2CCOCC2)c1	-14%
O=C(c1cccc2[nH]ccc12)N1CCC2(CCCCO2)CC1	5%
Cc1ccc(S(=O)(=O)c2cn(C)c3cc(N4CCCCC4)c(F)cc3c2=O)cc1	-27%
COc1ccccc1CN(Cc1c(Cl)cccc1Cl)S(=O)(=O)c1ccc(Br)cc1	83%[activator]
Cc1ccc(C)c(CSc2nc(-c3ccccc3F)nc3c2Cc2c(CO)cnc(C)c2O3)c1	8.9µM*
COCCNC(=O)[C@H]1O[C@H](CCN(CCOC)CCOC)CC[C@@H]1O	-2%[44.1 µM]
O=C1NCc2ccccc2CC12CCN(Cc1ccnc3ccccc13)C2 (configuration not stated)	?

6 entries from above, as a markdown table.
| mol | Pf Dd2 growth |
| --- | --- |
| CCOc1ccc(NC(=O)CSc2nnc(-c3ccc(OCC)cc3)o2)cc1 | -6% |
| Cc1ccc(S(=O)(=O)CC(=O)Nc2sc3c(c2C#N)CCCC3)cc1 | 31%[activator] |
| CN(C)C(=O)c1n[nH]c2c1CN(C(=O)c1cccc(Cl)c1)CC2 | ? |
| CCC(=O)Nc1ccc(C2(C(=O)O)CCCCC2)cc1 | 1% |
| Cc1ccn2c(Nc3ccc(F)cc3)c(-c3ccc(C)o3)nc2c1 | 10µM* |
| CN(C)[C@@H]1CN(C(=O)C2CCC2)CC[C@]1(O)c1ccccc1 | i[5.79 µM] |

Next part.
SMILES	Pf Dd2 growth
O=C(Cc1ccccc1)N1CCCCC1c1nc(CCOCC2CCOCC2)no1 (configuration not stated)	?
CCn1ccc(C(=O)N2CCC(c3nnc(Cn4cncn4)n3C)CC2)n1	-27%
CCc1nc2nccc(-c3ccc(Br)s3)n2n1	-12%
CC(=O)N1CCCN(S(=O)(=O)c2ccccc2)CCC(=O)NCC1	-12%
CCc1noc([C@@H]2CC(F)(F)CN2C(=O)c2nccn2C)n1	28%
O=C(NCc1ccc2c(c1)OCO2)c1ccc2c(c1)N(Cc1cccc(Cl)c1)C(=O)c1ccccc1S2	10µM*
O=C(Cc1cccc(Cl)c1)N1CCCC(c2nn(-c3ccccc3)c(=O)[nH]2)C1 (configuration not stated)	i
CC1Oc2ccc(NC(=O)Cc3ccccc3)cc2CN(Cc2ccc(F)cc2)C1=O (configuration not stated)	-10%
Cc1ccc(-n2nc3n(c2=O)CCN(C(=O)Cc2cccc(Cl)c2)C3)cc1	-12%
CCc1ccc(NC(=O)c2ccc3c(O)c(S(=O)(=O)c4ccc(Cl)cc4)c(=O)[nH]c3c2)cc1	0%
CC(=O)N1CCC(NC2(Cc3cc(C(C)(C)O)on3)COC2)CC1	1%[44.1 µM]
COc1ccc(CNC(=O)c2cc3cccc4c3n2CC(C)S4)cc1OC (configuration not stated)	64%[activator]
COC[C@H]1C[C@@H](NC(=O)Nc2ccccc2)[C@H](O)[C@@H]1O	20%[44.1 µM]
CNC(=O)[C@@H]1C[C@H](Oc2cccnc2)CN1C(=O)Cc1cccc(OC)c1	i
CN(C)S(=O)(=O)N1CCC(N2C(=O)C3(CCCCC3)C2c2ccncc2)CC1 (configuration not stated)	-19%
Cc1nc(N2CCCC2)c2c(C(=O)N3CCN(c4ccccc4)CC3)c(C)oc2n1	-16%
O=C(CNC(=O)c1cnccn1)NC1CCCc2c1[nH]c1ccc(Cl)cc21 (configuration not stated)	-6%
CC(C)c1nc2c(c(-c3ccc(Cl)cc3)n1)CN([S+](=O)([O-])c1ccccc1)CC2	?
O=C(c1ccc(Cn2cccn2)o1)N1CCC2(CC1)[C@H](O)C[C@@H]2O	4%
Cc1cnc(CCNC(=O)NCc2ccccc2)n1C1CCC1	-11%
CCCCNc1nc2c(S(=O)(=O)c3ccc(C)c(C)c3)nnn2c2ccsc12	i
CN1CCN(c2ncnc3sc4c(c23)CCN(Cc2ccco2)C4)CC1	11µM*
C[C@H]1[C@@H]2[C@@H](O)C([C@H](C)C(=O)N3CCCC3)CC[C@@]2(C)CC[C@@H]1NC(=O)Nc1cccc(F)c1 (some centres not stated)	i
CC1CCN([C@@H]2[C@H](O)[C@H](CO)O[C@@H]2CNC(=O)c2cccs2)CC1	i
O=C(NCCc1csc2nc(-c3cccc(F)c3)nn12)c1ccc(Br)o1	3%

Another view of part of the listing above:
> CC(=O)N1CCCN(S(=O)(=O)c2ccccc2)CCC(=O)NCC1
  Pf Dd2 growth = -12%
> CC1Oc2ccc(NC(=O)Cc3ccccc3)cc2CN(Cc2ccc(F)cc2)C1=O (configuration not stated)
  Pf Dd2 growth = -10%
> CN1CCN(c2ncnc3sc4c(c23)CCN(Cc2ccco2)C4)CC1
  Pf Dd2 growth = 11µM*
> O=C(NCCc1csc2nc(-c3cccc(F)c3)nn12)c1ccc(Br)o1
  Pf Dd2 growth = 3%

Following part
SMILES	Pf Dd2 growth
O=C1CC(c2ccccc2)N(C(=O)CNC(=O)c2ccc3ncccc3c2)CCCCCCN1 (configuration not stated)	?
Cc1ccc(C)c(NC(=O)CCCn2nc(C)c3sc4ccccc4c3c2=O)c1	19%
O=C(CSc1ccc(Cl)cc1)N[C@@H]1COCC[C@@H]1OCC1CC1	-18%
CCOc1ccccc1NC(=O)C(CC)Sc1nc2ccncc2[nH]1 (configuration not stated)	16%[5.79 µM]
CCOc1ccc(-c2cc3c(=O)n(CCNC(=O)c4ccccc4OC)ccn3n2)cc1	?
Cc1ccc2nc(C3CCN(Cc4ccc(C#N)cc4)CC3)[nH]c(=O)c2c1	-19%
COc1cc2c(cc1CN1CCn3nc(C(O)CO)cc3C1)OCCO2 (configuration not stated)	-6%
CS(=O)(=O)CC(O)c1cc2n(n1)CCN(c1cncc(C(N)=O)n1)C2 (configuration not stated)	-6%
CCCN1C(=O)CC[C@H]2CN(c3cc(OC)nc(N)n3)CC[C@H]21	-18%
CCOc1cccc(CC(=O)N2CCc3c([nH]c4ccccc34)C2c2ccccc2)c1OCC (configuration not stated)	?
CS(=O)(=O)c1cnc(NCc2ncc[nH]2)nc1C1CCCNC1 (configuration not stated)	-7%
O=S(=O)(c1ccccc1)c1nnn2c1nc(NCc1ccc(F)cc1)c1ccccc12	-12%
CCOc1ccccc1NC(=O)Cn1c(=O)n(CCC(=O)NCc2ccc3c(c2)OCO3)c(=O)c2ccccc21	-15%
COCCOc1ccc(-c2noc([C@@H]3CCCN3C3CCC3)n2)cn1	i
O[C@H]1CC[C@@H](Cc2cc(-c3ccc(F)cc3)on2)O[C@@H]1CNC1CCCCC1	?
CC(C(=O)N1CCOCCNC(=O)CC1)c1ccccc1 (configuration not stated)	-9%
CCc1ccc2c(c1)-c1ccccc1S(=O)(=O)N2CC(=O)N1CCCCC1	?
Fc1ccc(OCCc2noc(C3CCCCN3)n2)cc1 (configuration not stated)	-19%
COCc1cc(C[C@@H]2C[C@H](NS(C)(=O)=O)C2(C)C)no1	-18%[44.1 µM]
CCCNC(=O)N[C@@H]1CCC[C@@H](C(=O)N(CC)CC)CC(=O)N(C)C1	-11%[44.1 µM]
Cn1c(C(=O)Nc2ccc(OC(F)(F)F)cc2)cc2c(=O)n3ccccc3nc21	9%
c1ccc(-c2cc(CC3(NCc4cnc5ccccc5c4)COC3)no2)nc1	?
O=C(CCc1nnn2c1CN(C(=O)NCCc1ccccc1)CC2)N1CCOCC1	0%
Cc1cccc(-c2noc([C@@H]3C[C@@H](O)CN3Cc3ccc(Cl)cc3)n2)c1	-20%[44.1 µM]
CCOC(=O)CSc1nc(-c2ccc(C)cc2C)cc(-c2ccccc2)c1C#N	33%

The list continues.
SMILES	Pf Dd2 growth
O=C(Cc1ccccc1)NCCC1CCN(C(=O)Nc2cc(F)ccc2F)CC1	?
COc1ccccc1Nc1cc(C(=O)NCCCN(C)C2CCCCC2)c2ccccc2n1	10µM*
COc1ccc(-n2nc(C3CCCN(C(=O)c4ccccc4C)C3)[nH]c2=O)cc1 (configuration not stated)	?
O=C(N[C@@H]1CCN(Cc2ccc(-c3ccn[nH]3)o2)C[C@H]1O)c1cnccn1	0%
c1ccc(N2CCN(Cc3nnc(-c4ccc5c(c4)OCO5)o3)CC2)cc1	18%
CCc1cccc(C)c1NC(=O)C1CCN(S(=O)(=O)c2cccc3nonc23)CC1	14%
CCn1c2c(c(=O)n1Cc1ccccc1)CCN(C(=O)c1cnccn1)C2	29%[44.1 µM]
Cc1ccc(CNC(=O)c2cc(-c3ccc(C)c(C)c3)nc3ccccc23)cc1	42%[activator]
CN1CCN(c2ccc(-c3cccc(N)c3)nn2)CC1	?
Cc1ccc(N2CC(NC(=O)C(=O)c3c[nH]c4ccccc34)CC2=O)cc1 (configuration not stated)	13%
COc1ccc(-c2nn3c(-c4ccc(OC)cc4)nnc3c3ccccc23)cc1	32%
COC(=O)c1ccc(N2C[C@H]3OC(=O)N(CCc4ccc(OC)cc4)[C@H]3C2)nc1	-11%
Cn1c(=O)nc2n(-c3ccc(Br)cc3)c3cccc(Cl)c3cc-2c1=O	18%
CCn1c(=NC(=O)c2ccc(S(=O)(=O)N3CCCCC3)cc2)sc2cccc(OC)c21	?
Cc1cccc(-c2cccc(NC(=O)C3CCCN(C(=O)CC(F)(F)F)C3)c2)c1 (configuration not stated)	-22%
